# Screening data: PubChem, several laboratories
# KKLEB cytotox: counter-screen for CF NF-kB inhibitors: cytotoxicity. KKLEB CF airway cells viability, ATPlite luminescence, overnight; hits give low values; cells stimulated with P. aeruginosa culture filtrate. activity change (cytotoxicity), % at 5 µM. 360,000 compounds, 0.36% hits;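 active = corrected activity change at or below -50% at 5 µM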
# C8 TRAIL sens: sensitizes caspase-8 expressing cells to TRAIL; NB7+C8 cells + TRAIL, ATPlite viability luminescence; inhibition (viability loss, TRAIL sensitization), % at 10 µM; 360,000 compounds, 1% hits; AID 624354;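 active = compounds causing at least 50% loss of cell viability in the single-dose screen, relative to plate controls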
# SRC3 inh: human NCOA3 inhibition | Q9Y6Q9 | HEK293 GAL4-SRC3 luciferase reporter, luminescence | inhibition, % at 3.6 µM | 360,000 compounds, 0.17% hits | AID 588352;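 active = inhibition above a per-campaign cutoff, the mean of all compounds plus 3 SD, cut at about 60% in these data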;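 also: 0% = DMSO-treated cells and 100% = gossypol-treated cells at 36 µM; higher means less SRC3-driven luciferase light from the GAL4 reporter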
# Target sequence (Q9Y6Q9 whole entry, looked up, the tested form may be a part): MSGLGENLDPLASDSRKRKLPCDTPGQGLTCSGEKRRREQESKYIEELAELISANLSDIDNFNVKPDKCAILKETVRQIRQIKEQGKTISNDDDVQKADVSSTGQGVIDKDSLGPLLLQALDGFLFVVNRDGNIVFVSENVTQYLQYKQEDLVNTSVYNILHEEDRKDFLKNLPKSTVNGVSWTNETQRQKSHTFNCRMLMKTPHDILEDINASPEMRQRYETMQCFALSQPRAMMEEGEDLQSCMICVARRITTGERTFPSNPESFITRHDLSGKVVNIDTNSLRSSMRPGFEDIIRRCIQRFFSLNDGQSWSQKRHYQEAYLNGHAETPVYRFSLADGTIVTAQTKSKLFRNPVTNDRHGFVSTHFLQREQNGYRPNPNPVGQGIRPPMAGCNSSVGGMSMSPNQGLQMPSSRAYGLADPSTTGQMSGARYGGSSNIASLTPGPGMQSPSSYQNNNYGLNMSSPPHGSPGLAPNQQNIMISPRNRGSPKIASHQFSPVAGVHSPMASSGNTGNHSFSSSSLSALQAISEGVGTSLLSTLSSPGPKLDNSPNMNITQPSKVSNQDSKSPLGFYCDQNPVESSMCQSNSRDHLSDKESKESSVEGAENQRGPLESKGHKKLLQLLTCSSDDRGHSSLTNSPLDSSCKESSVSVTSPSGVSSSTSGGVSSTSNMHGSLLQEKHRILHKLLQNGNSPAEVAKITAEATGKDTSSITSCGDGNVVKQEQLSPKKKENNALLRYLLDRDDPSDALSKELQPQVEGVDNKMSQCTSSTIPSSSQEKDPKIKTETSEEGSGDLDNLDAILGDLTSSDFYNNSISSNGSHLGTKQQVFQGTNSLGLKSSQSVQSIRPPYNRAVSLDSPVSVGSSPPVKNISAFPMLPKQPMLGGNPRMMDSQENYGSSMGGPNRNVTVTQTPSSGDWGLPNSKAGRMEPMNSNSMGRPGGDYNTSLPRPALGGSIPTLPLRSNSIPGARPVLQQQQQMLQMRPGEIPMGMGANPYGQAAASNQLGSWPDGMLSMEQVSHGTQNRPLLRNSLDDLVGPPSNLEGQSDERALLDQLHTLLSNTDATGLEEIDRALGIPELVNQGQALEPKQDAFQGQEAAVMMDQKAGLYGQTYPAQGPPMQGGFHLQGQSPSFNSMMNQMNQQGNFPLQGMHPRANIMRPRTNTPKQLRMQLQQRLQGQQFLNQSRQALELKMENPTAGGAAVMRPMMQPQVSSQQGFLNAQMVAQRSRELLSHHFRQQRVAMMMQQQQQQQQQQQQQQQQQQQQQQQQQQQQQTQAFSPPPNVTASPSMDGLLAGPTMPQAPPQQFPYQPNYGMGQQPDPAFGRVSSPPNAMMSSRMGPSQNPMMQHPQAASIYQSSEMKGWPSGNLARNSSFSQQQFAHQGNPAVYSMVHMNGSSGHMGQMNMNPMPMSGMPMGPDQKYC
# Shn3 inh set2: Schnurri-3 reporter inhibition in Clone20 osteoblasts; AID 588674; 360,000 compounds, 0.52% hits; inhibition, % at 12.5 µM; Clone20 osteoblast Shn3 3'UTR firefly luciferase, 24 h;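 active = mean inhibition of at least 75% with every replicate also reaching 75%; inconclusive = mean inhibition at least 75% but some replicate below; inactive = mean inhibition below 75%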;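 also: 0% = median of neutral control wells and 100% = pilot-screen positive control compound; some compounds past the cut are filed as inactive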
# CF NFkB block: blocks PAF-induced NF-kB reporter in cystic fibrosis cells | inhibition, % at 5 µM | 360,000 compounds, 0.86% hits | KKLEB NF-kB-GFP reporter, GFP fluorescence overnight;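 active = at least 50% inhibition at 5 µM, scaled per plate between neutral and stimulator controls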;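 also: PAF is a Pseudomonas aeruginosa culture filtrate used as stimulus; plate controls were PAF-stimulated DMSO wells for no effect and unstimulated DMSO wells for full effect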
# SRC1 inh: human NCOA1 inhibition; HEK293 GAL4-SRC1 luciferase reporter, luminescence; inhibition, % at 3.6 µM; AID 588354; Q15788; 360,000 compounds, 0.12% hits;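 active = inhibition above the campaign mean plus 3 SD, with each screening campaign given its own cutoff, cut at about 60% in these data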;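 also: 0% = DMSO treated cells and 100% = gossypol at 36 µM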
# NR2F2 inh: blocks human COUP-TFII nuclear receptor | HEK293T NGFI-A luciferase reporter, luminescence | 370,000 compounds, 0.7% hits | AID 686940 | P24468 | inhibition, % at 8.6 µM;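 active = inhibition above a per-plate cutoff, mean inhibition of test wells between control levels plus 3 SD, cut at about 38% in these data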;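 also: cells cotransfected with COUP-TFII expression vector driving the NGFI-A reporter; 0% = median of COUP-TF2 test wells and 100% = reporter-only cells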
# TWEAK Fn14 block: blocks TWEAK-Fn14 interaction in a reporter cell assay; TWEAK-stimulated Fn14 reporter cells, luciferase luminescence, 8 h; inhibition, % at 10 µM; 360,000 compounds, 2% hits; in the data active = inhibition above about 50%
# LMP1 NFkB inh: Epstein-Barr LMP1 NF-kappaB reporter inhibition; LMP1-induced NF-kappaB luciferase reporter cells, luminescence; inhibition, % at 12.5 µM; 350,000 compounds, 0.69% hits; AID 504558; in the data active = inhibition above about 41%; inconclusive = no clear call, values can overlap the other calls;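 also: 0% = neutral control wells and 100% = reference inhibitor control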
# LRH-1 inv ag: suppresses constitutive activity of human LRH-1; O00482; HEK293T StAR-luciferase reporter, LRH-1 transfected, 24 h; 360,000 compounds, 0.13% hits; inhibition, % at 3.6 µM;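 active = inhibition above the mean inhibition of all tested compounds plus 3 SD, cut at about 73% in these data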;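 also: 0% = DMSO wells and 100% = reporter-only cells lacking LRH-1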
# TROY NFkB inh: inhibitors of TROY-dependent NF-kB signaling. Q293 LMP1-TROYcd NF-kB luciferase reporter, 4 h. inhibition, % at 10 µM. 360,000 compounds, 0.98% hits;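 active = compounds whose plate-normalised and pattern-corrected inhibition of the luciferase reporter signal at the single screening dose is 50% or more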
# * hit, by the source's call; ? = inconclusive; · = no result given. Not all compounds are listed, so the mix of outcomes need not match the whole.
1	O=C(Nc1ccc(-n2cccn2)cc1)C1CCCCN1Cc1cccc2cccnc12 (stereo unspecified)
2	COc1ccc(CCCNC(=O)C2Cc3c(-c4cccc(C(N)=O)c4)ccnc3O2)cc1 (stereo unspecified)
3	O=C1C[C@@H]2CCN3C(=O)CCC[C@@H]([C@H]23)[C@H]1Cc1ccccc1
4	C[C@H](NC(=O)c1ccco1)C(=O)Nc1ccc2c(c1)OCO2
5	O=C(CSc1ncnc2scc(-c3ccccc3)c12)Nc1ccc(C(=O)O)cc1
6	Cc1ccc(N(CC(=O)N2CCc3ccccc3C2)S(C)(=O)=O)cc1
7	Cc1ccc(S(=O)(=O)N2C[C@H]3C(=O)C[C@@H]4C(=O)N(c5ccccc5)C(=O)[C@@H]4[C@@H]3C[C@H]2c2cccc(Cl)c2)cc1
8	COc1ccc2c(c1)/C(=N/OC(=O)c1cccs1)CCC2
9	COc1cc(C#N)ccc1OC(=O)Cc1cc(OC)c(OC)c(OC)c1
10	CCn1ccc(C(=O)Nc2ccc(N(C)C(C)=O)cc2)n1
screen / no.	1	2	3	4	5	6	7	8	9	10
KKLEB cytotox	6	-19	-9	20	-12	-9	2	0	1	-9
C8 TRAIL sens	40	12	-12	-5	4	-5	-1	-5	-3	0
SRC3 inh	-15	-5	13	1	10	5	0	10	-16	-3
Shn3 inh set2	4	13	5	12	-15	12	-20	-25	-3	-26
CF NFkB block	19	6	14	-27	19	2	0	5	-3	-18
SRC1 inh	-44	-18	-10	-2	-24	5	-15	6	-6	-19
NR2F2 inh	12	-5	-1	20	8	8	-3	15	-1	-38
TWEAK Fn14 block	-21	22	3	2	-60	11	16	6	-14	-2
LMP1 NFkB inh	5	·	-3	-4	8	-3	·	-10	4	0
LRH-1 inv ag	-2	8	-13	9	-13	7	-16	-27	-2	-42
TROY NFkB inh	-43	-2	1	-13	11	-5	18	-26	22	-24

# Some of these compounds in order of SMILES length, descending.
7	Cc1ccc(S(=O)(=O)N2C[C@H]3C(=O)C[C@@H]4C(=O)N(c5ccccc5)C(=O)[C@@H]4[C@@H]3C[C@H]2c2cccc(Cl)c2)cc1
2	COc1ccc(CCCNC(=O)C2Cc3c(-c4cccc(C(N)=O)c4)ccnc3O2)cc1 (stereo unspecified)
5	O=C(CSc1ncnc2scc(-c3ccccc3)c12)Nc1ccc(C(=O)O)cc1
1	O=C(Nc1ccc(-n2cccn2)cc1)C1CCCCN1Cc1cccc2cccnc12 (stereo unspecified)
6	Cc1ccc(N(CC(=O)N2CCc3ccccc3C2)S(C)(=O)=O)cc1
4	C[C@H](NC(=O)c1ccco1)C(=O)Nc1ccc2c(c1)OCO2
10	CCn1ccc(C(=O)Nc2ccc(N(C)C(C)=O)cc2)n1
screen / no.	7	2	5	1	6	4	10
KKLEB cytotox	2	-19	-12	6	-9	20	-9
C8 TRAIL sens	-1	12	4	40	-5	-5	0
SRC3 inh	0	-5	10	-15	5	1	-3
Shn3 inh set2	-20	13	-15	4	12	12	-26
CF NFkB block	0	6	19	19	2	-27	-18
SRC1 inh	-15	-18	-24	-44	5	-2	-19
NR2F2 inh	-3	-5	8	12	8	20	-38
TWEAK Fn14 block	16	22	-60	-21	11	2	-2
LMP1 NFkB inh	·	·	8	5	-3	-4	0
LRH-1 inv ag	-16	8	-13	-2	7	9	-42
TROY NFkB inh	18	-2	11	-43	-5	-13	-24

# Next part.
11	COc1ccc(C2NCCc3c2[nH]c2ccccc32)cc1COc1ccc(F)cc1 (stereo unspecified)
12	O=C(CN1C(=O)c2ccccc2S1(=O)=O)N1CCN(c2cccc(Cl)c2)CC1
13	CN(C)C(=O)c1c(-c2ccccc2)oc2ccc(O)cc12
14	COc1cccc(/C=N/Nc2nc3ccccc3[nH]2)c1O
15	C=CC(COCc1ccccc1)N([C@@H](Cc1ccccc1)C(=O)OC)S(=O)(=O)c1ccccc1Br (stereo partly specified)
16	CC(C)c1ccc(NC(=O)NCc2ccccn2)cc1
17	Cc1cccc(NC(=O)C2(c3cccs3)CCOCC2)c1
18	Cn1cnc2c1c(=O)n(Cc1cccc(F)c1)c(=O)n2C
19	COc1ccc(/C=N/NC(=O)Cc2csc(Nc3cccc(C(F)(F)F)c3)n2)c(OC)c1
20	Cc1cc(C)cc(N(CCC(=O)Nc2nnc(C3CC3)s2)S(=O)(=O)c2ccc(Cl)cc2)c1
screen / no.	11	12	13	14	15	16	17	18	19	20
KKLEB cytotox	-28	2	3	0	-16	-8	-2	9	8	-11
C8 TRAIL sens	0	-2	-7	44	0	-6	-9	-11	-7	-14
SRC3 inh	14	4	-1	-11	4	-18	7	12	12	9
Shn3 inh set2	-28	2	-20	?	25	-12	-12	-6	4	21
CF NFkB block	33	-2	2	-34	20	4	4	0	-7	2
SRC1 inh	-12	0	4	-29	2	-39	-9	3	-15	-6
NR2F2 inh	10	-1	-2	-50	9	-2	1	1	6	-7
TWEAK Fn14 block	-15	-7	-16	24	8	-12	-29	-17	-1	14
LMP1 NFkB inh	-10	3	6	83*	0	2	-1	-4	7	8
LRH-1 inv ag	8	2	-21	-38	-1	-23	1	10	10	-3
TROY NFkB inh	-10	27	-1	-17	3	-35	-8	6	-3	0

21	CN(CCc1ccccc1)C(=O)c1cccc(NC(=O)Cc2cccc(NC(=O)C3CCCN(C(=O)c4ccccc4)C3)c2)c1 (stereo unspecified)
22	O=C(CCC(=O)Nc1cccnc1)Nc1cccnc1
23	COc1ccccc1N(C)S(=O)(=O)c1ccc(C(=O)NC2CCCCCC2)cc1
24	C=CCN([C@H](C(=O)OC)C(C)C)S(=O)(=O)CCNCc1ccccc1
25	CCOc1cc(/C=C(\CC(=O)O)c2nc3ccccc3s2)ccc1OCC(=O)Nc1cccc(C(F)(F)F)c1
26	Cc1ccc(CSc2nnc(SCC(=O)N/N=C/c3ccc(C(=O)O)cc3)s2)cc1
27	O=C(CCNC(=O)c1ccc(Br)cc1)Nc1cccc(S(=O)(=O)N2CCCC2)c1
28	COc1ccc(OC)c(CNC(=O)C2CCC(=O)N(CCCN3CCCC3=O)C2)c1 (stereo unspecified)
29	CCN1C(=O)c2ccccc2Sc2ccc(C(=O)NCCCN3CCCCC3)cc21
30	Cc1cc(C)c(S(=O)(=O)NCc2ccc3c(c2)OCO3)c(C)c1
screen / no.	21	22	23	24	25	26	27	28	29	30
KKLEB cytotox	-2	10	1	-23	10	6	0	-10	-9	3
C8 TRAIL sens	1	-1	-8	-1	-9	27	3	-5	13	-12
SRC3 inh	-7	20	-2	5	-23	3	24	13	12	2
Shn3 inh set2	2	-41	29	16	-22	-9	11	1	-8	-4
CF NFkB block	-28	-20	-4	6	-23	6	0	15	16	16
SRC1 inh	6	-3	-15	9	3	-9	-15	-1	-1	-12
NR2F2 inh	10	13	31	3	8	9	19	-4	17	12
TWEAK Fn14 block	15	-11	5	-13	-11	69*	0	-2	19	3
LMP1 NFkB inh	2	5	-6	1	7	-6	9	-9	-28	-4
LRH-1 inv ag	8	3	-10	5	-4	2	13	-5	-19	13
TROY NFkB inh	18	-7	4	-35	2	15	8	5	1	3

31	NC(=O)C1CCN(C(=O)CSc2nc3ccccc3[nH]2)CC1
32	Cc1ccnc(NS(=O)(=O)c2ccc(NC(=O)c3ccc([N+](=O)[O-])s3)cc2)n1
33	CCOC(=O)c1nnc2ccnn2c1N
34	COC(=O)c1cc(NS(=O)(=O)c2ccc(OC)c(OC)c2)ccc1Cl
35	Cc1cc(C)n2nc(C(=O)N(C)C(c3ccccc3)c3ccccc3)nc2n1
36	O=C(CN1CCOCC1)N1c2ccccc2Sc2ccc(Cl)cc21
37	Cc1cccc(OCc2nc(C#N)c(NCc3ccc4c(c3)OCO4)o2)c1
38	N#CCN1CCN(CC(=O)c2ccc(Br)cc2)CC1
39	Cc1cc(OCC(=O)OC(C)C(=O)Nc2ccc(N3CCOCC3)cc2)ccc1Cl (stereo unspecified)
40	COc1ccc(C(CNC(=O)c2cccc(S(=O)(=O)Nc3ccc(F)cc3)c2)N(C)C)cc1 (stereo unspecified)
screen / no.	31	32	33	34	35	36	37	38	39	40
KKLEB cytotox	11	3	7	3	-6	15	-1	-4	-2	-11
C8 TRAIL sens	3	21	6	7	0	-8	3	2	13	-7
SRC3 inh	1	15	17	15	16	-3	-4	13	-5	-1
Shn3 inh set2	3	12	-2	-5	-6	-3	-4	3	2	4
CF NFkB block	3	15	0	-26	0	-5	7	-4	24	9
SRC1 inh	-3	-40	-7	6	-3	-1	-7	3	-1	-6
NR2F2 inh	12	3	2	-4	1	-9	-14	0	-25	-12
TWEAK Fn14 block	2	-13	14	-7	5	-9	-18	2	-6	10
LMP1 NFkB inh	-6	1	-9	2	-2	-5	-17	-3	0	1
LRH-1 inv ag	-3	-15	-12	-9	4	-5	-32	16	1	-18
TROY NFkB inh	8	9	-10	8	7	-12	-53	14	-8	-6

41	COc1ccc(OC)c(-n2nnnc2SCC(=O)NCCc2ccccc2)c1
42	COc1cccc(-c2n[nH]c3c2CCC3)c1
43	O=C(Cc1c[nH]c2ccccc12)Nc1nccs1
44	COCCNC(=O)Cn1c(=O)oc2cc(S(=O)(=O)N3CC(C)CC(C)C3)ccc21 (stereo unspecified)
45	CCOC(=O)C1CCCN(C(=O)c2ccc(OC)c([N+](=O)[O-])c2)C1 (stereo unspecified)
46	O=C(OC1CCOC1=O)c1cc(-c2cccs2)nc2ccccc12 (stereo unspecified)
47	CC(C)(C)C(=O)Cn1nnc(-c2ccc(C(F)(F)F)cc2)n1
48	CCn1ncc(C2=NOC(C(=O)Nc3c(C)nn(Cc4ccc(F)cc4)c3C)C2)c1C (stereo unspecified)
49	CCc1nc(OCc2ccccc2)c2sc3nc4c(cc3c2n1)COC(C)(C)C4
50	O=C(OCCOc1cccc(Cl)c1)c1ccc2ncsc2c1
51	COc1ccc(N2CC(O)=C(c3nc(-c4ccc(F)cc4)cs3)C2=N)cc1OC
52	Cc1ccc(NC(=S)NNS(=O)(=O)c2ccc3ccccc3c2)cc1Cl
screen / no.	41	42	43	44	45	46	47	48	49	50	51	52
KKLEB cytotox	10	12	9	2	8	8	2	0	5	-8	-4	4
C8 TRAIL sens	-10	0	7	-6	7	0	-10	9	2	9	-4	-2
SRC3 inh	8	-5	-30	14	7	10	-2	-3	14	0	5	-5
Shn3 inh set2	-17	2	3	-2	9	-2	13	17	-12	-13	9	16
CF NFkB block	-4	-1	-6	-7	7	-21	4	-12	-5	24	11	-12
SRC1 inh	-15	4	-14	-4	18	1	8	-25	3	6	9	-2
NR2F2 inh	9	-1	-4	26	-5	19	6	17	-5	-1	-1	-13
TWEAK Fn14 block	-17	-4	0	-5	-1	-10	-3	-13	3	14	18	17
LMP1 NFkB inh	-24	3	-5	-3	1	8	3	3	6	-9	5	-2
LRH-1 inv ag	-5	-11	4	-4	15	4	5	-8	7	-23	-7	1
TROY NFkB inh	-3	-3	-61	-16	-3	2	-20	3	-2	3	12	-12
